C-LANA FP: blocks KSHV LANA C-terminal domain binding to DNA | MBP-C-LANA/FAM-LBS DNA binding, fluorescence polarization | 0.078% of 340,000 active | inhibition, % at 9 µM | AID 504423;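 active means highest replicate inhibition at or above 60% at 9 µM, even if other replicates fall short; inactive means all replicates below 60% inhibition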;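 further: 0% = neutral control wells and 100% = 4 µM acridine orange control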
DAGLB inh: blocks human DAGLB lipase activity. Q8NCG7. HEK293T DAGLB membrane lysate, EnzChek fluorogenic substrate. inhibition, % at 5.17 µM. 0.059% of 340,000 active. AID 504411; in the data active means inhibition above about 34%;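 further: 0% = enzyme with vehicle and 100% = wells lacking enzyme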
Target sequence (Q8NCG7 whole entry, looked up): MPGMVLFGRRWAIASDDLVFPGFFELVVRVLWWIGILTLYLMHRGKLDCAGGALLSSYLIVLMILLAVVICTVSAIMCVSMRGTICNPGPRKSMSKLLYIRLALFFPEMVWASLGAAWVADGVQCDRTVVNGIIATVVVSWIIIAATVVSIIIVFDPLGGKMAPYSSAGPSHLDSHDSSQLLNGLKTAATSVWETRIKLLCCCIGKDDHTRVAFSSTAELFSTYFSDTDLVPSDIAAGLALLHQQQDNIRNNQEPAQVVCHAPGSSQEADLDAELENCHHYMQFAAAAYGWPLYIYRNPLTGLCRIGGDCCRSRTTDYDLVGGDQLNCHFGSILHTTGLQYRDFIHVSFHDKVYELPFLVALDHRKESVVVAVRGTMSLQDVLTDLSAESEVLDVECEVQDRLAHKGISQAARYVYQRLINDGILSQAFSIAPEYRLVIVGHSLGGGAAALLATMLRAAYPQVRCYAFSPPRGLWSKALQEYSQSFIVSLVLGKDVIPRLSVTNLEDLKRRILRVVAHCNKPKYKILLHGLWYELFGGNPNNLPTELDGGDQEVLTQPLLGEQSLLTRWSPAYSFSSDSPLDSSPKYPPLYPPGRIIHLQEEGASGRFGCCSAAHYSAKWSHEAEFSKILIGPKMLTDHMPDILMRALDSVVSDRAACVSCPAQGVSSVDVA
CAL PDZ FP-1: blocks peptide binding to human CAL PDZ domain; AID 504414; purified CAL PDZ, TMR-peptide fluorescence polarization, 1 h; Q9HD26; inhibition, % at 20 µM; 0.02% of 330,000 active;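 active means highest replicate inhibition of at least 40%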;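 further: plate controls were DMSO neutral control wells for no effect and unlabeled competitor peptide control wells for full effect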
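material = purified tagged CAL PDZ domain construct (CerCALP) | buffer or medium = sodium phosphate/NaCl buffer pH 7.4 with TCEP, IgG, Thesit | reagent = TMR-labelled reporter peptide T*-PRC34 bound in PDZ groove | incubation = 1 h room-temperature incubation prior to read | measured by = fluorescence polarization (mP) | evaluation = percent inhibition from loss of millipolarization | control set = unlabelled peptide and DMSO controls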
Rtt109 HAT inh: C. albicans Rtt109 histone acetyltransferase inhibition; Q5AAJ8; purified Rtt109/Vps75, ThioGlo CoA-SH fluorescence, 4 h; inhibition, % at 34.9 µM; 0.16% of 330,000 active;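 active means inhibition of at least 50% in every replicate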
Target sequence (Q5AAJ8 whole entry, looked up): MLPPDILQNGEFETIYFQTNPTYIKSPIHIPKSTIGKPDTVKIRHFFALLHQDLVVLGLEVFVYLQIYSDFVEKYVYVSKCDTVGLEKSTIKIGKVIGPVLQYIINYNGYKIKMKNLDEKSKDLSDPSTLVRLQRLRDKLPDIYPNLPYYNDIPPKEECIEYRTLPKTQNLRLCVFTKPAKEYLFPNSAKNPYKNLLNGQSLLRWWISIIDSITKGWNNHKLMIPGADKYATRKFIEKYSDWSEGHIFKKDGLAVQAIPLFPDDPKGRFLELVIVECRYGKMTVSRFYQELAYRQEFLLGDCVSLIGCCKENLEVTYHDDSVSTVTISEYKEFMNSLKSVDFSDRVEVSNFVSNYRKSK
CAL PDZ FP-2: CAL PDZ (human) peptide binding inhibition | purified CAL PDZ, TMR-peptide fluorescence polarization, 1 h | inhibition, % at 24.9 µM | 0.92% of 300,000 active | AID 602252;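 active means mean inhibition of at least 30% with at least half of replicates also reaching 30%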;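 further: 0% = DMSO neutral control and 100% = excess unlabeled competitor peptide PRC23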
cardiac RTF act: cardiac RTF calcium sensitization. P19429+P45379. AID 493008. IANBD-labeled TnC RTF fluorescence at EC20 calcium; 0% EC20 calcium, 100% full calcium. activation, % at 7.2 µM. 0.24% of 340,000 active;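 active means activation above the mean over all tested compounds plus 3 SD, cut at about 30% in these data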;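 further: rise in fluorescence read as greater calcium sensitivity of cardiac thin filaments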
PKA-R2B act: PKA-R2B complex activation. P22694+P31323. PKA-R2B holoenzyme dissociation, Cy5-IP20 fluorescence polarization; R2B truncated from residue 108, S112A mutant; 0% DMSO only, 100% 113 µM cGMP. activation, % at 11.4 µM. 0.079% of 340,000 active. AID 504700;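 active means activation above a cutoff set at the mean over all compounds plus 3 SD, cut at about 18% in these data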;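 further: higher means more holoenzyme dissociation and a rise in polarization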
SR-BI DiI-HDL act: activators of SR-BI mediated HDL lipid uptake | AID 504775 | 0.096% of 320,000 active | CHO ldlA[mSR-BI] cells, DiI-HDL uptake fluorescence, 3 h; 100 = double the neutral-control signal | activation, % at 12.5 µM;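 active means mean replicate activation of at least 60% and every replicate at or above 60%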;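 further: 0% = median plate neutral-control signal and 100% = twice that signal; values of inactives mirror those of a sister screen read the other way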
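Test system: SR-BI-overexpressing, LDLR-lacking CHO cells. Measured by: DiI fluorescence, bottom read. Medium: Ham's F12 with 0.5% BSA, HEPES 25 mM, pH 7.4. Timing: 3 h uptake period with compound, 37 °C.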
Keap1 Nrf2 FP: disrupts human Keap1 binding to Nrf2 peptide; Q14145; Keap1 Kelch-Nrf2 peptide fluorescence polarization, 1536-well; inhibition, % at 9.4 µM; 0.15% of 340,000 active; AID 504523; in the data active means inhibition above about 12%;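 further: human Keap1 Kelch domain with fluorescein labeled Nrf2 9mer peptide probe; 0% = neutral control wells and 100% = peptide positive control; higher means more block of Keap1 binding to Nrf2 peptide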
RTF Ca sens inh: cardiac RTF calcium desensitization. 0.12% of 340,000 active. P19429+P45379. IANBD-labeled cardiac RTF, Ca2+ fluorescence. inhibition, % at 7.15 µM;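 active means inhibition above the mean inhibition of all tested compounds plus 3 SD, cut at about 17% in these data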;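 further: assay run at fixed EC70 calcium of 1.6 mM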
Starred values were filed as active, the others as inactive; / = no result given; & = joins results of further samples.

SMILES	C-LANA FP	DAGLB inh	CAL PDZ FP-1	Rtt109 HAT inh	CAL PDZ FP-2	cardiac RTF act	PKA-R2B act	SR-BI DiI-HDL act	Keap1 Nrf2 FP	RTF Ca sens inh
CN(Cc1ccccc1)c1nc2c(c(=O)[nH]c(=O)n2C)n1Cc1ccccc1F	4.6	7	-0.5	0	-4	0	2	-6	2	-3
COC(=O)c1ccc(-c2noc(CN(Cc3ccccn3)CC3CCCO3)n2)cc1 (centres undefined)	0.8	-1	-0.5	/	-3	-2	8	-4	-2	-6
COCCn1c(SCC(=O)N2CCCC2)nnc1-c1ccoc1C	1.3	-4	-1.1	-21	3	-3	-2	9	-3	-13
CCCCNC(=O)c1onc(CSc2ccc(F)cc2)c1C(=O)NCCCC	-0.3	-8	1.4	6	-2	-5	-4	17	0	2
CCOc1ccc(C(=O)NNC(=O)c2cc(C)oc2C)cc1	-0.4	-4	-2.6	48	-1	-6	3	7	-2	-11
O=C(NC(=S)Nc1ccccc1N1CCCCC1)c1ccc(-c2cccc([N+](=O)[O-])c2)o1	-1.4	0	-3.0	-2	-1	-1	6	/	-4	-6
O=C(Nc1c(C(=O)N2CCOCC2)cnn1-c1ccccc1)c1ccc(F)cc1	-2.3	-1	1.7	9	2	1	1	-2	-4	-4
COc1cc(/C=C(\NC(=O)c2ccccc2)C(=O)N2CC3CC(C2)c2cccc(=O)n2C3)cc(OC)c1OC (centres undefined)	-0.1	1	-0.3	0	4	-1	-7	/	-5	-10
O=C(COC(=O)c1cccnc1Cl)Nc1ncc(Cl)cc1Cl	0.3	0	-1.0	3	-3	-2	-7	11	-3	-5
COC(=O)c1ccc(NC(=O)COC(=O)C2=NN(c3ccccc3)C(=O)CC2)cc1	0.7	-1	-0.6	1	-7	1	4	19	-3	-5
CCOC(=O)c1cnn2c(C)cc(-c3ccc(F)cc3)nc12	-0.8	-2	-1.7	0	/	-4	4	-23	-2	-2
CN(CC(=O)NC1CC1)S(=O)(=O)c1ccc(F)cc1	-1.5	-3	0.7	-9	/	-9	-6	8	-3	-10
O=C(c1cc2cc(Cl)ccc2[nH]1)N1CCCCC1	-0.8	-3	-0.4	5	-5	0	-5	3	0	1
C=CCN1C(=O)C(Cc2ccc(OC)cc2)S/C1=N/N=C/c1ccco1 (centres undefined)	0.6	-9	/	0	-4	12	-5	-29	-1	-8
O=C(CCC(=O)c1cccs1)NCc1ccccc1	1.3	1	/	-9	-7	3	-5	8	2	-1
CC(CN(C)C)CN1c2ccccc2Sc2ccccc21 (centres undefined)	-0.6	3	-0.2	5	-4	0	-4	-5	1	9
Cc1cc(=O)n2[nH]nnc2n1	-1.2	1	-1.1	2	-1	0	-7	/	2	-1
CC(=O)c1ccccc1NS(=O)(=O)c1c(C)nn(-c2ccccc2)c1C	-0.2	-5	-0.6	-2	-1	-1	8	-11	4	-8
CC(C)[C@@H](C(=O)NC1CC1)N1C(=O)N2CCc3c([nH]c4ccccc34)[C@@]2(C)C1=O	3.2	-1	0.7	-7	-6	-1	-8	-24	-2	-9
N#CC1=C(SCC(=O)c2ccc(Cl)cc2)NC2=C(C(=O)CCC2)C1c1ccco1 (centres undefined)	1.5	-2	-2.6	24	-3	0	-6	-27	-4	-13
O=[N+]([O-])c1cc(Cl)ccc1N1CCN(c2ccccc2O)CC1	-0.7	/	0.0	9	-8	/	/	-7	-2	/
Cc1sc(-n2cccc2)c(C(=O)O)c1C	3.2	-1	-1.0	0	-3	3	7	9	3	-4
O=c1[nH]c(NCc2ccccc2)nc2c1CCCC2	-0.1	0	-4.4	1	-4	-2	5	20	0	0
COc1ccc(S(=O)(=O)Nc2ccccc2C(=O)N2CCOCC2)cc1OC	-1.2	2	-3.0	-1	-1	1	13	1	-1	0
CC(C)(O)C(=O)NN(C(=O)c1ccccc1)c1ccc2ccccc2c1	-1.0	0	-1.0	-15	/	-1	-5	29	3	-9

Continued, overlapping the part above by four compounds.
SMILES	C-LANA FP	DAGLB inh	CAL PDZ FP-1	Rtt109 HAT inh	CAL PDZ FP-2	cardiac RTF act	PKA-R2B act	SR-BI DiI-HDL act	Keap1 Nrf2 FP	RTF Ca sens inh
Cc1sc(-n2cccc2)c(C(=O)O)c1C	3.2	-1	-1.0	0	-3	3	7	9	3	-4
O=c1[nH]c(NCc2ccccc2)nc2c1CCCC2	-0.1	0	-4.4	1	-4	-2	5	20	0	0
COc1ccc(S(=O)(=O)Nc2ccccc2C(=O)N2CCOCC2)cc1OC	-1.2	2	-3.0	-1	-1	1	13	1	-1	0
CC(C)(O)C(=O)NN(C(=O)c1ccccc1)c1ccc2ccccc2c1	-1.0	0	-1.0	-15	/	-1	-5	29	3	-9
O=C1SC(SC(=Nc2ccccc2)Nc2ccccc2)C(=O)N1c1ccccc1 (centres undefined)	-1.5&2.7	0&0	-1.7&0.6	1&-13	-3&6	-4&-2	-7&-6	11&-9	0&-5	-9&9
CN(c1ccc([N+](=O)[O-])cc1C(N)=O)C1CCCCC1	-1.2	-1	-0.3	8	/	-6	-11	13	3	1
C=CCSc1nc2sc3c(c2c(=O)n1-c1ccc(C)cc1)CCN(C)C3	1.1	1	-0.7	-4	-1	13	-11	11	-3	-5
COc1ccc([C@@H]2C[C@H]3CN(Cc4ccccc4OC)C(=O)[C@]34CCCN24)cc1C	-0.1	1	-1.5	-7	-1	3	-6	-9	1	-1
C[C@H](C(O)c1ccccc1)N(C)C(=O)CN (some centres undefined)	-0.4	1	-0.5	-9	-4	1	-1	12	-6	-9
C(CCCN1CCCCC1)CCN1CCCCC1	-1.9	-3	-1.5	0	/	6	-3	-1	-2	-4
CCCCn1c(N)c(N(CCOC)C(=O)CSc2nnc(C)n2-c2ccc(OC)cc2)c(=O)[nH]c1=O	0.3	5	-1.4	-7	/	-3	0	16	-5	-5
COc1ccc(CCN(C)C(=O)c2oc3ccccc3c2C)cc1OC	0.6	-2	-1.3	-7	1	1	-4	20	-2	-4
COc1ccc(Cl)cc1S(=O)(=O)NC(C)C(=O)NCc1ccc2c(c1)OCO2 (centres undefined)	0.1	-2	-3.0	-13	-6	-1	7	/	1	-11
COc1ccc(CC(=S)N2CCOCC2)cc1	-3.2	-2	-0.1	7	1	-6	0	10	-4	2
CC1CN(c2nc3ccccc3nc2NS(=O)(=O)c2ccccc2)CC(C)O1 (centres undefined)	-0.6	4	-1.1	-8	/	-5	0	16	3	2
CCCNC(=O)C(Sc1ccccc1)c1ccccc1 (centres undefined)	-0.6	-1	-0.7	-2	-7	1	-3	-2	-3	1
O=C(Nc1ccc2c(c1)CCC2)C1CCCN(c2ncccn2)C1 (centres undefined)	0.1	-2	-0.5	2	-5	-1	-5	-16	5	-9
CCC(C(=O)NCCCN1CCN(CCCNC(=O)C(CC)c2ccccc2)CC1)c1ccccc1 (centres undefined)	0.3	-2	0.0	4	-1	-4	5	8	0	-9
CCOC(=O)CNC(=O)CSc1nc(N)cc(N)n1	-1.7	-2	/	-5	1	14	6	11	2	-4
COc1ccc(-c2[nH]ncc2-c2cscn2)c(O)c1	0.4	/	-0.1	11	0	/	/	14	-5	/
C=CCn1c(SCC(=O)N(CCOC)c2c(N)n(CCCC)c(=O)[nH]c2=O)nnc1-c1ccc(Cl)cc1	0.2	2	-2.1	3	7	-1	-1	12	-3	-4
Cc1c(C(=O)NCc2ccccc2F)oc2ccccc12	-1.2	-1	-0.1	2	-6	-5	-12	3	4	-8
C=CCC(C#Cc1ccccc1)[N+](C)(C)CC=C (centres undefined)	-3.5	-3	1.2	-1	/	-4	-6	13	-2	3
CCN(CC)CCN1C(=O)C(=O)/C(=C(/O)c2c(C)[nH]c(C(=O)OC)c2C)C1c1cccs1 (centres undefined)	1.6	0	-0.4	8	0	3	-4	-25	-4	-7
Cc1nn(C(C)C)c(C)c1CN1CCCC(C(=O)c2cccc(OC(C)C)c2)C1 (centres undefined)	1.3	-4	0.1	26	-3	2	-2	21	-2	1
c1ccc(Cn2c(-c3ccccc3)c[n+]3c2SCCC3)cc1	-1.5	1	-0.8	-8	/	0	7	3	-3	-1
CC1CN(CC(=O)c2c(N)n(Cc3ccccc3)c(=O)n(C)c2=O)CC(C)O1 (centres undefined)	-0.5	-3	-0.5	-8	/	0	-2	2	-6	-5
CC(=O)NC(CCS(C)(=O)=O)C(=O)Nc1cc(C)ccc1C (centres undefined)	-0.6	-2	0.7	-13	/	0	6	24	0	-1
O=C1C2CC=CCC2C(=O)N1n1cnnc1 (centres undefined)	0.4	-1	0.2	-3	/	-3	-2	-7	2	0

Other structures follow:
SMILES	C-LANA FP	DAGLB inh	CAL PDZ FP-1	Rtt109 HAT inh	CAL PDZ FP-2	cardiac RTF act	PKA-R2B act	SR-BI DiI-HDL act	Keap1 Nrf2 FP	RTF Ca sens inh
COC(=O)c1cccc(NS(C)(=O)=O)c1	-0.6	-1	-0.4	1	-8	5	12	17	-3	0
Cc1cccn2c1nc(=S)n2C(=O)c1ccco1	0.8	-2	-1.0	-6	1	4	2	7	0	-12
CC(=O)N1CCOc2ccc(S(=O)(=O)NCC3CCC(C(=O)NCCC(C)C)CC3)cc21 (centres undefined)	1.4	-1	-0.3	13	/	0	-8	-11	2	-7
O=C(NNC(=O)c1cnccc1C(F)(F)F)c1cccc(Cl)c1	1.2	-3	-0.5	-4	/	8	-1	4	-1	-5
C=CCN1CC(C)/C(=N\O)CC1C (centres undefined)	-0.5	-2	0.0	-9	-3	0	-5	1	-3	-10
CCNC(=O)COC(=O)/C=C/c1cccc([N+](=O)[O-])c1	-1.1	-2	0.1	2	-2	-4	7	15	-2	1
CCOC(=O)c1sc(=S)n(-c2ccc(C)cc2)c1N	0.4	0	-0.2	9	-1	11	-10	-38	-4	6
CC(C)c1ccc(CNCCCSc2ncccn2)cc1	0.5	-4	0.3	1	-2	0	-5	-6	-6	-12
C=CCNC(=O)/C(C#N)=C/c1ccccc1OCc1ccc(C(=O)OC)cc1	-2.1	-1	-4.2	/	-3	3	2	-7	-2	0
O=C(NCc1ccc(N2CCCC2=O)cc1)c1cc(COc2c(F)cccc2F)on1	3.5	3	-0.8	-9	-7	0	-6	8	1	-11
CCc1ccc(C(=O)NCc2cccs2)s1	-0.8	1	-1.2	-1	3	1	-2	20	-1	5
CCC(=O)Nc1ccc(/C=C(\C(C)=O)C(=O)c2ccccc2)cc1	-0.2	4	-1.9	-1	10	-1	1	20	2	5
O=C(CN1C(=O)NC2(CCCCCCC2)C1=O)NCc1ccccc1Cl	0.5	-2	-4.5	5	1	-3	0	-2	-2	-4
Cc1c(Cl)cccc1NC(=S)N(Cc1cccs1)C1CCCC1	1.2	-2	-1.5	-1	-5	4	6	9	-4	-4
